Assay outcomes as filed in PubChem.
Diaphorase act = activates diaphorase or chemically reduces, flagging diaphorase assay artifacts; Diaphorase/resazurin coupled assay, resorufin fluorescence, 16 min; hits give high values; 1 = vehicle wells, 0 = NADH-free wells; activation factor at 20 µM; actives 0.005% (n = 190,000); AID 1229;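 active means diaphorase activity raised at least twofold by the compound at 20 µM; inactive means activation factor below 2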
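Material: purified diaphorase enzyme from Clostridium kluyveri / Medium: HEPES pH 7.4 buffer with MgCl2 and Tween 20 / Schedule: enzyme reaction of 16 min at room temperature / Measured by: resorufin fluorescence, excitation 544 nm, emission 590 nm / Evaluation: rise in resorufin formation, marking diaphorase activation or chemical reduction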
TNAP act hi DEA = TNAP (human) activation, high acceptor. P05186. purified TNAP, CDP-star luminescence, 1 M DEA, 30 min; hits give high values; 0 = EDTA background, 1 = DMSO-only activity. activation factor at 20 µM. 200,000 tested, under 10 active;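 active means activation factor at least 2 at 20 µM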
Target sequence (P05186 whole entry, looked up): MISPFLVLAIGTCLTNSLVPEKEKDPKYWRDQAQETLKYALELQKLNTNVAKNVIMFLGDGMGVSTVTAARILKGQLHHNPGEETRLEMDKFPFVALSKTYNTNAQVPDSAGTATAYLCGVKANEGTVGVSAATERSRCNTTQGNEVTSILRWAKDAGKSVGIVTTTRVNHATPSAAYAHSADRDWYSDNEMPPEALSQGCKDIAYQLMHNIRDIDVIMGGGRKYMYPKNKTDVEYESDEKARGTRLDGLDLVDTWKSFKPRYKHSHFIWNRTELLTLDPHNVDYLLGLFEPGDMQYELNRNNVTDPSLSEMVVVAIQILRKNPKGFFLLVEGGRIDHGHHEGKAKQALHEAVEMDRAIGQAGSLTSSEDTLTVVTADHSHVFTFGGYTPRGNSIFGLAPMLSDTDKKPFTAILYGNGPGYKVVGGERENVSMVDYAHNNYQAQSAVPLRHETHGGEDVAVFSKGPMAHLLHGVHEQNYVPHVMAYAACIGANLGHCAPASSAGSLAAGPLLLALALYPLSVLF
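system = human TNAP | amount = enzyme diluted 1/800 final | reagent = 100 µM CDP-star substrate | signal = luminescent substrate turnover signal | dosing = one dose, 20 µM | benchmarks = EDTA negative control, DMSO positive control | measure = activation factor | timing = 30 min reaction, room temperature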
bIAP inhibitor = intestinal alkaline phosphatase (bovine) inhibition; 190,000 tested, under 10 active; inhibition, % at 20 µM; purified bovine IAP, CDP-star luminescence, 30 min;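 active means over 50% inhibition of intestinal alkaline phosphatase at 20 µM in the single-dose screen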
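test system = bovine IAP enzyme | medium = DEA buffer 100 mM, pH 9.8, with MgCl2 1.0 mM, ZnCl2 0.02 mM | detection = luminescence | dosing = single compound dose of 20 µM, 2% DMSO final | incubation = 30 min reaction at room temperature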
PMI act hi M6P = PMI (human) activation, high substrate. coupled PMI enzyme assay, resazurin fluorescence, 20 min; hits give high values; 1 = untreated enzyme, 0 = substrate-free blank. AID 1216. P34949. activation factor at 20 µM. actives 0.34% (n = 190,000);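 active means activation factor of 2 or more at 20 µM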
Target sequence (P34949 whole entry, looked up): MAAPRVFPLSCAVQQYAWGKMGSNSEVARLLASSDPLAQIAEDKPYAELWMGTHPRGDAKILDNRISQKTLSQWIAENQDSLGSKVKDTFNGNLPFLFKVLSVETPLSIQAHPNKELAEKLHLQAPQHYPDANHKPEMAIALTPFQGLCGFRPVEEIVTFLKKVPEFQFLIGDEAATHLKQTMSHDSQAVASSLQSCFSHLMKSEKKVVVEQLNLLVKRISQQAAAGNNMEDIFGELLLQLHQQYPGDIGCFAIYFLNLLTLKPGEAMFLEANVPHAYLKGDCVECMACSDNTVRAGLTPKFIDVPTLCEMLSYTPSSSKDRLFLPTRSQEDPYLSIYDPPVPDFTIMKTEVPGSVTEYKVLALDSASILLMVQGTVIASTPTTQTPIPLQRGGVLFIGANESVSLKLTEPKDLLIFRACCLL
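Test system: human PMI in coupled enzyme assay; Input: PMI at 15 ng/mL final; Medium: HEPES buffer, pH 7.4; Schedule: 20 min incubation at room temperature; Technique: resorufin fluorescence at Ex 544/Em 590 nm; Compound: 20 µM single dose; Probe or stimulus: Near-saturating mannose-6-phosphate, 1.0 mM.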
TNAP inh no acc = blocks human TNAP activity with no phosphate acceptor present. P05186. purified TNAP, CDP-star luminescence, 30 min. inhibition, % at 20 µM. actives 0.26% (n = 200,000);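 active means tissue-nonspecific alkaline phosphatase inhibition above about 50% at 20 µM in the single-dose screen, limit read from the data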;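 further: 0% = DMSO negative control and 100% = EDTA positive control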
Diaphorase inh = diaphorase inhibition or chemical oxidation counter-screen; diaphorase resazurin-to-resorufin fluorescence, NADH, 16 min; bacterial (C. kluyveri) enzyme, not human; inhibition, % at 20 µM; actives 0.69% (n = 190,000); AID 1217;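 active means primary screen inhibition at 20 µM above a set limit, cut at about 50% in these data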;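 further: plate controls were DMSO with full reaction for no effect and wells lacking NADH for full effect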
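Assay system: diaphorase enzyme from Clostridium kluyveri; Input: enzyme working solution with 0.14 U/mL diaphorase; Timing: 16 min at room temperature; Technique: resorufin fluorescence, excitation 544 nm, emission 590 nm; Benchmarks: positive control minus NADH, DMSO neutral control.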
bIAP act = intestinal alkaline phosphatase (bovine) activation | purified bovine IAP, CDP-star luminescence, 30 min; hits give high values; fold of DMSO-control signal, blank-subtracted | activation factor at 20 µM | actives 0.17% (n = 200,000);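 active means activation factor of 2 or more at 20 µM, a signal rise over negative controls twice the positive control's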
L major viab = reduces viability of Leishmania major promastigotes; actives 9% (n = 200,000); resazurin fluorescence viability; AID 1063; inhibition, % at 10 µM; in the data active means inhibition above about 50%;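 further: promastigotes grown with compound for 44 hours at 28 °C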
TNAP inh hiacc = TNAP (human) inhibition, high acceptor | P05186 | purified TNAP, CDP-star luminescence, 1 M DEA | inhibition, % at 20 µM | actives 0.03% (n = 200,000) | AID 1135;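 active means over 50% inhibition of tissue-nonspecific alkaline phosphatase at 20 µM in the single-dose screen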;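 further: plate controls were DMSO wells for no effect and EDTA-quenched wells as full inhibition for full effect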
PMI act = activators of human phosphomannose isomerase; purified human PMI, coupled resazurin fluorescence, 20 min; hits give high values; 1 = vehicle control, 0 substrate-free wells; activation factor at 20 µM; P34949; AID 1214; actives 0.005% (n = 190,000);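 active means activation factor of 2 or more at 20 µM, relative to plate controls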
An asterisk follows results filed as active; nt = no result given.

SMILES	TNAP inh hiacc	bIAP act	Diaphorase act	TNAP act hi DEA	TNAP inh no acc	L major viab	bIAP inhibitor	PMI act hi M6P	Diaphorase inh	PMI act
Cc1[nH]c2ccccc2c1/C=N/n1cnnc1	-2	1	1	1	-15	-2	2	1	0	1.1
COC(=O)c1ccccc1NC(=O)CSc1nc2cccnc2n1C	-4	1	1	1	-10	-1	2	1	-4	1.1
O=C(NCCc1ccc(Cl)cc1)c1cnccn1	-4	1.1	0.8	1	-7	-8	-9	0.9	17	0.9
COc1ccc(S(=O)(=O)NCCc2c(C)nn(C)c2Oc2ccccc2)cc1	-1	1	1	1	8	8	-3	0.9	0	0.9
COc1ccccc1CCNC(=O)CSc1ccc(-c2cccs2)nn1	0	1	0.8	1	-7	19	4	1	18	0.9
CCN(CC)C(=O)C1=C(C)NC(=S)NC1c1cccs1 (stereo unspecified)	1	1	1	1	5	-7	-2	1.1	4	1.1
CSc1nc2ncc(-c3ccsc3)c(N)n2n1	-3	1	1	1	-21	1	3	1.1	0	1.1
CCOC(=O)c1[nH]c2ccccc2c1NC(=O)CN(C)C	0	1	0.9	1	1	-2	0	1	9	1
COCC(=O)n1nc(-c2ccccc2)nc1NCc1ccccc1	-6	1.1	0.9	1.1	46	12	-10	1	10	0.9
Nn1c(SCC(=O)NCc2ccccc2)nnc1C1CC1	-1	1.1	0.8	1	-14	-10	-9	0.9	17	1
CCn1c(SCC(=O)NC2CCS(=O)(=O)C2)nnc1-c1ccccc1 (stereo unspecified)	-6	0.9	0.9	1.1	-16	-2	15	1	9	1
COc1ccnc(Oc2ccc(F)cc2)c1C(=O)N/C=N/OCc1ccccc1	-2	1.2	0.8	1	-10	13	-15	0.9	23	0.9
COC(=O)C1=NN(c2ccccc2OC)C2C(=O)N(c3ccccc3OC)C(=O)C12 (stereo unspecified)	-2	1	0.9	1	-16	-1	3	1	12	0.9
COc1ccc(-c2nn(-c3ccccc3)cc2C2CC(c3cccs3)=NN2C(=O)CCCC(=O)O)cc1 (stereo unspecified)	7	1	1	0.9	3	-5	0	1.1	0	1
Cc1nc2c(Cl)c(C)nn2c2c1CCC2	1	1.1	0.8	1	-9	4	-8	0.9	16	0.8
COc1ccc(Cl)cc1NC(=O)CSc1nc2sccc2c(=O)[nH]1	-4	1	1	1	-4	-3	1	0.9	1	0.9
Cc1ccc(-c2nnc(SCC(=O)NNC(=O)COc3ccccc3C)n2C)cc1	1	1	0.9	1	-148	40	0	1	14	0.9
O=C(Nc1cccc(C(=O)N2CCCC2)c1)c1ccccc1Cl	-10	1	1.1	1.1	-17	-3	2	1.1	-13	1.1
O=C(c1ccc(Cl)cc1)c1c[nH]c(C(=O)NNc2cccc(Cl)n2)c1	-4	1.3	1.1	1	-37	-1	-29	1	-12	1.1
COc1ccc(/C=C/C(=O)Nc2ccc3c(c2)CCC3)cc1OC	2	1	0.8	1	12	-1	1	0.9	16	0.9

Compound profiles, as listed above. Order of screens: TNAP inh hiacc | bIAP act | Diaphorase act | TNAP act hi DEA | TNAP inh no acc | L major viab | bIAP inhibitor | PMI act hi M6P | Diaphorase inh | PMI act
CCn1c(SCC(=O)NC2CCS(=O)(=O)C2)nnc1-c1ccccc1 (stereo unspecified) reads -6 | 0.9 | 0.9 | 1.1 | -16 | -2 | 15 | 1 | 9 | 1
O=C(c1ccc(Cl)cc1)c1c[nH]c(C(=O)NNc2cccc(Cl)n2)c1 reads -4 | 1.3 | 1.1 | 1 | -37 | -1 | -29 | 1 | -12 | 1.1
COc1ccnc(Oc2ccc(F)cc2)c1C(=O)N/C=N/OCc1ccccc1 reads -2 | 1.2 | 0.8 | 1 | -10 | 13 | -15 | 0.9 | 23 | 0.9

Next part:
SMILES	TNAP inh hiacc	bIAP act	Diaphorase act	TNAP act hi DEA	TNAP inh no acc	L major viab	bIAP inhibitor	PMI act hi M6P	Diaphorase inh	PMI act
COCC(C)NC(=O)CSc1nnc(-c2cccc(S(=O)(=O)N3CCCCC3)c2)o1 (stereo unspecified)	-4	1.1	0.9	1	-16	-6	-7	1	12	1
O=C(OCc1cc(=O)n2cc(Br)ccc2n1)C1COc2ccccc2O1 (stereo unspecified)	-5	1	0.9	1.1	-3	5	1	1.1	9	1
COc1ccc(NC(=O)COC(=O)Cn2nnc3ccccc32)cc1	2	1	1	1	-7	-2	-3	1	-1	1.2
Cc1cc(NC(=O)CSc2nnc3c(C)cc4ccccc4n23)no1	-4	0.7	0.9	1	-13	-3	31	1.1	12	1
N/C(=N\OC(=O)CCC1CCCCC1)c1cccnc1	-1	0.9	0.9	1	-9	-10	12	0.9	12	0.9
CCn1c2ccccc2c2nnc(SCC(=O)Nc3c(C)n(C)n(-c4ccccc4)c3=O)nc21	-5	0.9	0.8	1	-5	-3	8	0.9	19	0.9
CC(=O)c1c(O)cc(C(C)C)n(-c2ccccc2)c1=O	-5	1.1	0.8	1	-10	-3	-12	0.9	18	0.9
CCC(=O)NC(Nc1ccccn1)(C(=O)OC)C(F)(F)F (stereo unspecified)	-2	1	1	1	-4	-5	2	1.1	5	1.1
Cc1ccc(-c2nnc(N)o2)cc1	-2	1.5	0.9	1	-6	-8	-50	0.9	10	1
CCOc1ccc(S(=O)(=O)n2nnc3ccccc32)cc1C	-7	0.9	0.8	1.1	-10	-5	11	1	24	0.9
Cc1c(C(=O)O)cccc1-c1ccc(/C=N/Nc2ccc(Br)cc2)o1	-1	0.9	0.8	1	-7	-16	11	2.2*	16	1.6
Cc1nnc(NC(=O)c2cccc(NC(=O)C(C)C)c2)s1	-1	1	1	1	-7	3	4	1.1	1	1
CCc1ccc(Nc2nc(N)nc(CSc3nc4ccccc4s3)n2)cc1	-6	1	0.9	1.1	-8	3	3	0.9	13	0.7
O=C(O)c1cc(NCc2ccc(F)cc2)ccc1N1CCOCC1	-7	0.9	0.9	1.1	-14	-6	8	1	14	1
CCCN=C(N)/C(C(=O)OCC)=C(\O)c1ccc(OC)cc1	-9	0.9	1.1	1.1	-7	3	14	1	-6	1.1
O=C1CN(C(=O)CSc2nc3cc(Cl)ccc3c(=O)n2Cc2ccccc2)c2ccccc2N1	-2	1.1	0.8	1	-3	48	-10	0.9	24	0.9
CCOC(=O)CSC1=N/C(=C/c2ccc(-n3cncn3)cc2)C(=O)N1C(C)=O	-5	1	1	1.1	-8	8	0	1.1	1	1
Cc1ccc(CN2C3CCCC2CC(NC(=O)c2ccc(C)cc2)C3)cc1 (stereo unspecified)	0	1	0.9	1	-2	81*	-4	0.9	8	0.8
COc1ccccc1-c1nc(SCC(=O)O)n[nH]1	-2	0.3	1	1	31	-6	nt	1	0	0.9
COC(=O)N/N=C/C1=CCC2CC1C2(C)C (stereo unspecified)	-6	0.9	0.9	1.1	-9	58*	5	0.9	14	1
COCCn1ccc(O)c(Cc2ccccc2)c1=O	-3	0.9	0.9	1	-13	-4	8	0.9	11	0.9
CC(=O)c1c(C)[nH]c(C(=O)N2CCc3ccccc32)c1C	-3	1	1	1	-7	-2	0	1	1	0.9
Cc1ccc(CCN2C(=O)c3ccccc3C2C(=O)NCc2cccnc2)cc1 (stereo unspecified)	-3	1.1	1	1	-4	-4	-6	1	3	1.2
O=C1c2sc3nc4n(c(=O)c3c2CCC1Br)CCCCC4 (stereo unspecified)	2	0.9	0.4	1	6	18	7	0.7	62*	0.6
Cc1nnc(NC(=O)Cn2nc(C)c3ccccc3c2=O)s1	-3	1	nt	1	-8	-4	1	nt	nt	nt
Cc1cc(C)n2nc(SCC(=O)Nc3ccc(F)cc3)nc2n1	-5	0.9	1	1.1	-11	-4	8	1	5	1.1
O=C(CC(NC(=O)c1ccccc1)c1ccccc1)Nc1cccc2ccccc12 (stereo unspecified)	-7	0.9	0.9	1.1	-41	36	13	1	11	1
CC(=O)c1cnc2c(-c3cccc(Br)c3)cnn2c1C	-6	0.8	0.9	1.1	-8	88*	18	1	8	1.1
O=C(Nc1ccc(Cl)c(Cl)c1)Nc1nnc(CSc2ccccc2)s1	4	1	1	1	-9	11	0	1	3	0.8
O=C(Cc1ccccc1)NC1CCS(=O)(=O)C1 (stereo unspecified)	-1	0.9	0.8	1	-11	-1	7	1	16	1
Cc1oc(-c2cccc(F)c2)nc1CN1CCCCC1CCn1cccn1 (stereo unspecified)	0	1.1	0.9	1	-4	2	-8	1	11	0.9
CC(C)CCn1c(N2CCc3ccccc3C2)nc2c1c(=O)[nH]c(=O)n2C	-3	0.9	0.9	1	-12	20	7	0.9	7	1
COc1cc(/C=C2/SC(=S)N(c3c(C)n(C)n(-c4ccccc4)c3=O)C2=O)ccc1O	43	0.9	0.9	0.6	42	24	15	0.9	7	0.9
C=CCn1c(CC(=O)OC)csc1=Nc1ccc(C(C)=O)cc1	-7	1	0.8	1.1	-11	-1	4	1	15	1.1
COc1ccc(C2CC(c3ccccc3)=NN2C(=O)COC(=O)C2CC2)cc1 (stereo unspecified)	-6	0.9	1	1.1	-1	4	6	1.1	0	1
CCN(CC)CCn1c(=N)n(CCOc2ccccc2)c2ccccc21	-2	1.1	0.9	1	-4	93*	-12	0.9	5	0.9
O=C1CCc2cc(S(=O)(=O)N3CCN(C(=O)c4ccco4)CC3)ccc2N1	0	1	1	1	-9	-4	4	1.1	-4	1
Cc1c(C(=O)O)cccc1-c1ccc(C=O)o1	-2	1.1	1	1	-6	1	-7	1.1	4	1
Clc1ccc(-c2nc(N3CCCCC3)nc3ccccc23)cc1	-16	1	0.8	1.2	-48	-2	3	0.9	18	0.9
CCOC(=O)CSc1nnc(-c2ccncc2)o1	-2	0.9	0.9	1	-7	-6	7	0.9	6	1
Brc1ccc(-c2cn3nc4c(nc3n2)CCCC4)cc1	-3	0.8	0.9	1	-11	42	16	1.9	13	1.5
O=C(NCc1ccccc1Cl)C1CCCN(c2nc3ccsc3c(=O)s2)C1 (stereo unspecified)	-7	1	1	1.1	-17	-13	2	1.1	-2	1
COc1ccc(C)cc1-n1[nH]nnc1=S	1	1.1	0.8	1	-4	-7	-10	0.8	16	0.8
O=C(O)CCC(NS(=O)(=O)c1ccc(N2CCCC2=O)cc1)C(=O)O (stereo unspecified)	-2	1	1	1	-10	-6	0	1.2	-1	1
O=C(OCC(=O)N1CCN(c2ccccc2)CC1)c1ccccn1	-4	1	1	1	-13	-2	1	1.1	2	1
